EBI2 block = EBI2 receptor antagonists, beta-arrestin recruitment, primary screen, cell-based, luminescence, 7a,25-OHC stimulation, uHTS; 7a,25-OHC stimulated; inhibition, % at 5 µM; 0.81% of 360,000 active; in the data active means inhibition above about 38%;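 further: enzyme fragment complementation signal reports receptor beta-arrestin coupling in cells; 0% = agonist plus DMSO wells and 100% = wells without agonist; some results beyond the cut were filed as inactive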
697 NFkB inh = inhibitors of PMA/ionomycin-induced NF-kB reporter, 697 cells, primary screen, B-cell NF-kB inhibitor project, cell-based, luminescence, uHTS; 697 B-cell NF-kB luciferase reporter, 16 h; inhibition, % at 4 µM; AID 435022, 2010; 0.33% of 330,000 active; in the data active means inhibition above about 35%
Apaf-1 inh = inhibitors of human Apaf-1 apoptosome, primary screen, biochemical, DEVD-Rh110 fluorescence, uHTS; Apoptotic protease-activating factor 1 (Homo sapiens), O14727; 0.71% of 330,000 active; inhibition, % at 20 µM; reconstituted apoptosome caspase-3 activity; active means inhibition of at least 40% at 20 µM;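 further: plate controls were DMSO wells for no effect and DEVD-CHO caspase inhibitor wells for full effect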
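System – cell-free apoptosome with Apaf-1, procaspase-3 and caspase-9 · Buffer or medium – pH 7.5 Hepes buffer with CHAPS, BSA, DTT · Also added – cytochrome c with DEVD-Rh110 · Times – 30 min compound preincubation, 50 min activation, room temperature · Technique – Rh110 fluorescence intensity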
Jurkat NFkB inh = inhibitors of induced NF-kB luciferase reporter, primary screen, TCR NF-kB activation inhibitor project, cell-based, luminescence, uHTS; Jurkat, PMA/ionomycin-induced NF-kB luciferase reporter; inhibition, % at 4 µM; 0.53% of 330,000 active
SENP8 block = SENP8 protease inhibitors, primary screen, biochemical, luminescence | Sentrin-specific protease 8 (Homo sapiens), Q96LD8 | purified SENP8, Z-RLRGG-aminoluciferin cleavage | inhibition, % at 10 µM | 1.2% of 330,000 active
Target sequence (Q96LD8 whole entry, looked up): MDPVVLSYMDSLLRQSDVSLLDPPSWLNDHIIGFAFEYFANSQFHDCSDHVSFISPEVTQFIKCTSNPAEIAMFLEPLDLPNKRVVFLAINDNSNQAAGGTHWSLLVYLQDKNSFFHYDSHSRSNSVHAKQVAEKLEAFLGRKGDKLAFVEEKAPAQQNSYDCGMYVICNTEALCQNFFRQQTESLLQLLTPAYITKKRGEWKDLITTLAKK
CCR6 antagonist = CCR6 receptor antagonists, primary screen, cell-based, CHO-K1, luminescence, beta-arrestin, uHTS. 0.49% of 340,000 active. CHO-K1 CCR6 PathHunter beta-arrestin, CCL20-stimulated. inhibition, % at 20 µM;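 active means compounds whose inhibition of the agonist-driven luminescence signal at 20 µM reaches about 50%, limit read from the data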;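 further: cells stimulated with CCL20 at 14 nM final; plate controls were DMSO with CCL20 for no effect and DMSO without agonist for full effect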
Target sequence (P51684 whole entry, looked up): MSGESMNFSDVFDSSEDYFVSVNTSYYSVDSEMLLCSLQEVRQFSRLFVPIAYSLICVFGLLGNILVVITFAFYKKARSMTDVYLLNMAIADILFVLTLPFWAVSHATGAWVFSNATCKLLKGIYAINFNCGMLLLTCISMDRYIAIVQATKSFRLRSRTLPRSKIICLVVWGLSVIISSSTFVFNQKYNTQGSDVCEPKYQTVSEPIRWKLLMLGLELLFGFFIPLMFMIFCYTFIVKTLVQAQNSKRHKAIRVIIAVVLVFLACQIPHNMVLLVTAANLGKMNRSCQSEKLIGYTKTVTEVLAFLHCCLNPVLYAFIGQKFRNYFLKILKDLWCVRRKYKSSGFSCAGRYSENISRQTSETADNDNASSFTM
Gli-Sufu block = Gli-Sufu pathway antagonists, primary screen, luciferase luminescence, Sufu-KO-LIGHT cells, uHTS. Sufu-KO-LIGHT fibroblasts, Gli luciferase reporter luminescence. inhibition, % at 5 µM. 0.74% of 340,000 active. AID 588413, 2011;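 active means inhibition above about 55%, limit read from the data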;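 further: 0% = DMSO-treated cells and 100% = wells with medium but no cells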
UBC13 inh = UBC13 polyubiquitin chain formation inhibitors, primary screen, biochemical, TR-FRET, uHTS; Ubiquitin-conjugating enzyme E2 N (Homo sapiens), P61088; inhibition, % at 20 µM; 0.47% of 330,000 active; in the data active means inhibition above about 45%, passing the limit was not always enough; inconclusive means no clear call, values can overlap the other calls
Target sequence (P61088 whole entry, looked up): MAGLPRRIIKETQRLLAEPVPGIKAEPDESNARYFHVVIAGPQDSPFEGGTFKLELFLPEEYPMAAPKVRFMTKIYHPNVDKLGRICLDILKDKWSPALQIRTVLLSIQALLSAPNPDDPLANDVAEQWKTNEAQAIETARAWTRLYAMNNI
The depositor's hits bear a star; ? = inconclusive; . = not tested or not shown. Unless noted, no stated cut-off is given here; in the data, active means inhibition above about 50%; inactive means the rest. The list is partial, so the mix of outcomes need not match the whole.

no.	compound	EBI2 block	697 NFkB inh	Apaf-1 inh	Jurkat NFkB inh	SENP8 block	CCR6 antagonist	Gli-Sufu block	UBC13 inh
1	O=C(CS(=O)(=O)Cc1ccccc1)Nc1nc2c(s1)CCCC2	6	-7	11	-5	3	13	-11	-6
2	CCCCOC(=O)Nc1nnc(CCOCC)s1	0	10	2	-4	5	-1	-14	2
3	O=C(c1ccc(C(=O)N2CCOCC2)nc1)N1CCOCC1	-8	4	-2	6	-1	-7	-2	5
4	Cc1cc(NC(=O)CSc2nnc(N)s2)c([N+](=O)[O-])cc1C	-15	10	-4	5	-6	0	-2	2
5	C=CCOc1ccc(C2c3c(oc4ccccc4c3=O)C(=O)N2CCCN2CCOCC2)cc1 (stereo unspecified)	1	20	-7	0	-9	-3	7	2
6	CC(C)n1ncc2c(C(=O)O)cc(C3CC3)nc21	10	23	-8	6	7	-6	2	7
7	Cc1ccc(-c2nc(-c3cccnc3)no2)cc1	-11	-202	7	-119	66*	-4	-92	4
8	COc1ccc(OCC(O)CN2CCCCCC2)cc1 (stereo unspecified)	3	4	-7	-5	-10	2	4	-6
9	COc1cccc(OC)c1OCCCOc1c(OC)cccc1OC	1	-3	9	0	-5	-19	-24	3
10	CC(=O)c1cnc(Oc2cc(Cl)ccc2Cl)nc1C	-2	4	1	-11	0	4	0	9
11	CCC1(c2ccc(Cl)cc2)NC(=S)N(c2ccccc2)N1 (stereo unspecified)	1	-28	-7	-18	-10	1	.	-1
12	COc1ccccc1NC(=O)CC(c1ccc(F)cc1)c1ccco1 (stereo unspecified)	5	-15	-1	-21	-5	16	2	1
13	COc1ccc(N2CCN(C(c3cc(OC)ccc3OC)c3nnnn3CC3CCCO3)CC2)cc1 (stereo unspecified)	-2	-18	8	-13	-9	0	2	-5
14	COc1ccc(N(CC(=O)Nc2ccc(C)cc2C)S(=O)(=O)c2c(C)n[nH]c2C)cc1	3	0	2	1	-9	14	35	-3
15	CCOC(=O)Cc1csc(SCC(=O)N(CC(C)C)c2c(N)n(Cc3ccccc3)c(=O)[nH]c2=O)n1	-2	-22	6	0	-6	4	1	1
16	O=C(CSc1ncnc2c(-c3ccc(Cl)cc3)nsc12)c1ccccc1	10	-63	-3	-30	10	-2	-21	24
17	Cc1cc(SCc2ccccc2C)nc(=O)[nH]1	2	9	10	3	6	20	-18	1
18	O=C(NCc1ccccn1)c1ccc(NS(=O)(=O)c2cccc([N+](=O)[O-])c2)cc1	-9	18	2	2	-7	8	5	-12
19	CCCOc1ccc(C(=O)NCC2OCCc3ccccc32)cc1OC (stereo unspecified)	5	6	11	-4	-7	7	-7	-5
20	[N-]=[N+]=N[C@@H](CCN1CC[C@H](O)CCC1=O)c1ccccc1	2	3	-6	16	-6	13	0	3
21	COc1ccc(/C=N\NC(=O)c2cc(OCC(F)(F)F)ccc2OCC(F)(F)F)cc1	3	-21	-3	32	-6	-2	2	-5
22	O=C(NCCS(=O)(=O)NC1CCCCC1)c1ccccc1	-9	7	7	8	6	-4	-9	-1
23	COc1ccc(Cn2c(C)c(C)c(C#N)c2NC(=O)Nc2cccc(C)c2)cc1	2	25	3	0	-2	11	4	-8
24	O=C(C1=C[C@H](c2ccc(C(F)(F)F)cc2)C[C@H](OCCCCO)O1)N1CCOCC1	3	0	-2	22	5	3	-4	1
25	CCC(=O)Nc1ccc(C(=O)Nc2cccnc2)cc1	4	0	7	-22	-12	-6	-4	-4
26	CCC(C)(C)C1CCc2[nH]nc(C(=O)N/N=C(\C)c3ccco3)c2C1 (stereo unspecified)	10	-152	5	-106	46	10	26	-18
27	CCCOC(=O)c1ccc(NC(=O)c2cc(Cl)ccc2OC)cc1	13	-17	10	-17	-3	9	-2	4
28	CC(C)c1ccc2[nH]c(O)c(N=NC(=O)c3cccc(S(=O)(=O)N4CCCCC4)c3)c2c1	32	-4	13	13	2	12	6	-24
29	O=C(O)CCC(=O)Nc1ccc(Cc2ccc(NC(=O)CCC(=O)O)cc2)cc1	-3	19	1	0	2	4	6	7
30	CCOc1cc2[nH]c(=S)n(Cc3ccc(C(=O)O)cc3)c(=O)c2cc1OCC	-8	-10	4	4	-7	18	-2	17
31	CC1CC(=O)c2c(cc3c(-c4c(O)cc(O)c5c(O)c6c(cc45)OC(C)CC6=O)c(O)cc(O)c3c2O)O1 (stereo unspecified)	-9	-1	62*	-3	22	27	23	-45
32	CCOC(=O)C(C)Oc1cccc2c(=O)n(CC(=O)NCc3ccccc3)ccc12 (stereo unspecified)	-8	-17	0	72*	2	15	58*	14
33	Cc1cccc2c(C(=O)Nc3ccc(Br)cc3)cc(-c3ccccn3)nc12	-20	-11	-1	9	-3	8	-14	-11
34	O=C(CN1C(=O)C2C3C=CC(C3)C2C1=O)Nc1ccc2c(c1)OCCO2 (stereo unspecified)	-8	-36	-5	-26	1	-3	-27	0
35	COc1ccc(NC(=O)CN(c2ccccc2)S(=O)(=O)N(C)C)cc1OC	3	7	-9	14	4	-4	-2	-1
36	CCOC(=O)c1nnc(-c2ccccc2)nc1Oc1ccc(Cl)cc1	-8	-45	18	-18	-7	18	1	-6
37	COc1ccccc1OCCSc1nc2ccccc2n1CCC(=O)O	-6	-7	-16	-3	-7	5	1	-1
38	CCn1cc(C(=O)NC2CCCCC2)c(=O)c2cc(S(=O)(=O)N(C)C)ccc21	7	15	-1	2	-1	4	6	4
39	O=C(/C=C/Nc1ccc(S(=O)(=O)Nc2ncccn2)cc1)c1ccc2ccccc2c1	-4	3	-17	11	7	1	7	0
40	Cc1cc(C)n(-c2nc(NC(C)C)nc(NC(C)C)n2)n1	-3	-5	2	0	-11	27	6	0
41	Cc1cc(N(CN2CCCC2=O)C(=O)c2ccc(F)cc2)no1	-2	13	0	4	-1	-3	-1	2
42	CCCN(CCC)C(=O)Cn1ccc(=N)c2ccccc21	-3	7	-14	9	9	18	4	-3
43	Cc1ccccc1OCC(=O)NCC(=O)OCc1ccc(Br)cc1	5	-16	19	6	-18	-3	-13	-6
44	CC1CCN(S(=O)(=O)c2ccc(NC(=O)c3ccco3)cc2)CC1	-3	10	8	15	1	-1	-3	-1
45	COc1ccc(/C=N/NC(=O)c2ccncc2)cc1CN1CCN(c2ccc(F)cc2)CC1	0	-8	5	-6	-4	-10	5	-12

Sorted by length of the SMILES (descending): part of the list above
no.	compound	EBI2 block	697 NFkB inh	Apaf-1 inh	Jurkat NFkB inh	SENP8 block	CCR6 antagonist	Gli-Sufu block	UBC13 inh
27	CCCOC(=O)c1ccc(NC(=O)c2cc(Cl)ccc2OC)cc1	13	-17	10	-17	-3	9	-2	4
37	COc1ccccc1OCCSc1nc2ccccc2n1CCC(=O)O	-6	-7	-16	-3	-7	5	1	-1
7	Cc1ccc(-c2nc(-c3cccnc3)no2)cc1	-11	-202	7	-119	66*	-4	-92	4

(cont.)
no.	compound	EBI2 block	697 NFkB inh	Apaf-1 inh	Jurkat NFkB inh	SENP8 block	CCR6 antagonist	Gli-Sufu block	UBC13 inh
46	CCc1cc(CN2CCOCC2)c(NC(=O)c2ccccc2)s1	-3	2	-6	-13	0	12	9	-2
47	CCn1c(=NC(=O)C2COc3ccccc3O2)sc2c(OC)ccc(OC)c21 (stereo unspecified)	9	-10	-12	-4	2	10	-5	?
48	COc1ccc(CCNC(=O)CCC(=O)NC2CCCC(C)C2C)cc1OC (stereo unspecified)	13	-31	15	-12	-19	10	7	-9
49	CCN(CC(=O)Nc1c(F)cccc1F)C(=O)c1ccc(-c2ccccc2)cc1	0	-11	16	-6	0	5	-2	-3
50	O=C(Nc1cccc(N2CCCC2)c1)c1cccs1	-7	-15	4	-16	-7	25	-2	7
51	CCN=c1scc(-c2ccco2)n1/N=C/c1ccc(O)cc1	-5	-14	5	-4	-8	2	-40	-17
52	O=[N+]([O-])c1cc([N+](=O)[O-])c(Oc2cc(F)cc(F)c2)cc1NN1CCCCC1	9	8	2	-5	6	12	0	-5
53	COc1cc(NC(=O)CSc2nc3ccccc3cc2Cc2ccccc2)cc(OC)c1	25	5	2	6	-6	13	1	-9
54	O=c1c2c(nc3nc(NCc4cccc5ccccc45)[nH]n13)CCC2	-5	-11	-2	-13	-6	-2	5	-2
55	O=C(C[C@@H]1C/C=C\C[C@H](Cc2ccc(F)cc2)C(=O)OC[C@@H](Cc2c[nH]c3ccccc23)NC1=O)NCCO	-7	10	6	4	-2	1	5	19
56	Cc1cc(Br)ccc1NC(=O)CN(C)Cc1cccs1	2	-3	16	-18	2	14	-29	3
57	CCCCS(=O)(=O)/C=C\C=C/S(=O)(=O)CCCC	51*	-131	-16	90*	1	81*	34	0
58	CCc1ccccc1NC(=O)CCCN1C(=O)c2cccnc2C1=O	-10	-3	-4	-4	-3	4	1	5
59	COc1ccc(OC)c(NS(=O)(=O)c2ccc3c(c2)n(C)c(=O)n3C)c1	-6	8	2	0	-6	1	7	-10
60	COc1ccc(C(=O)Nc2ccccc2N2CCOCC2)cc1[N+](=O)[O-]	-10	1	9	-9	-2	3	1	-6
61	Cc1ccccc1Oc1cccc(C(=O)/C(C#N)=C/N(C)C)c1	2	-2	-3	-1	-7	22	-17	0
62	N#Cc1c(-c2ccccc2)cc(-c2ccc(O)cc2)nc1N	11	1	11	-5	-9	8	4	6
63	O=C(c1ccc(F)cc1)C1CCN(C(=O)Nc2ccc(F)cc2F)CC1	-4	6	8	-4	-3	18	-5	2
64	O=C(Nc1ccc(OC(F)(F)F)cc1)C1CC(=O)N(Cc2ccco2)C1 (stereo unspecified)	0	9	2	-11	1	28	-19	1
65	Cc1ccccc1-n1c(=O)c2c(n3cnnc13)-c1ccccc1CC21CCCCC1	14	-6	7	4	0	-10	2	-8
66	CCOC(=O)N1CCN(S(=O)(=O)c2cc(C)c(C)cc2C)CC1	-5	-18	4	8	2	-5	-2	-1
67	O=C(O)c1ccc2nc(-c3ccccc3)sc2c1	-21	-134	3	22	94*	-3	-57	-20

Three of the entries above in order of their number in 697 NFkB inh, smallest number first:
no.	canonical_smiles	EBI2 block	697 NFkB inh	Jurkat NFkB inh	CCR6 antagonist	UBC13 inh
66	CCOC(=O)N1CCN(S(=O)(=O)c2cc(C)c(C)cc2C)CC1	-5	-18	8	-5	-1
61	Cc1ccccc1Oc1cccc(C(=O)/C(C#N)=C/N(C)C)c1	2	-2	-1	22	0
64	O=C(Nc1ccc(OC(F)(F)F)cc1)C1CC(=O)N(Cc2ccco2)C1 (stereo unspecified)	0	9	-11	28	1

Screening data deposited in PubChem by Sanford-Burnham Center for Chemical Genomics.
